EPAC1 ag – qHTS for Agonist of cAMP-regulated guanine nucleotide exchange factor 3 (EPAC1): primary screen; EPAC1 agonist qHTS, biochemical assay; response scale: 100% = response to 6.5 mM cAMP; Potency, µM (titrated, usually from 154 µM), inactives show at the top dose activation, usual class: activators; 0.073% of 360,000 active; AID 720707, 2013; further: potency means the concentration at half of the fitted maximal effect; nearly all actives have a fitted effect of over 60% in size
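Nucleotide exchange assay: 100 nM EPAC1 with 250 nM Rap1B loaded with BODIPY-GDP and 50 uM GDP, room temperature. Fluorescence (480/540 nm) read every 5 min for 30 min; signal change normalized to 6.5 mM cAMP as full agonist.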
EPAC1 antag – qHTS for Antagonist of cAMP-regulated guanine nucleotide exchange factor 3 (EPAC1): primary screen | Potency, µM (titrated, usually from 115 µM), without a hit: top-dose activity change, negative = inhibition, hits mostly inhibitors | Rap guanine nucleotide exchange factor 3 (Homo sapiens), O95398 | EPAC1 GEF assay, Rap1b-BODIPY-GDP exchange fluorescence | 0.14% of 360,000 active;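 further: potency means the concentration at half of the fitted maximal effect; plate controls were vehicle for no effect and positive control for full effect; nearly all actives have a fitted effect of over 50% in size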
FUS suppressor – qHTS for Suppressors of FUS Proteinopathy: Primary screen using FUS-linked yeast assay | S. cerevisiae FUS-expressing, growth rescue, OD600, 24 h | Potency, µM (titrated, usually from 76.6 µM), without a hit: at the highest dose growth rescue (activation), usual class: activators | 0.24% of 390,000 active | AID 1347120, 2019;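 further: potency means the concentration at half of the fitted maximal effect; plate controls were DMSO vehicle for no effect and reference control for full effect; nearly all actives have a fitted effect of over 55% in size; some results filed as inactive show a strong effect at the top dose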
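Galactose (2%) drives FUS expression in yeast precultured in raffinose; seeding density OD 0.005. Test compounds incubated 24hr at 30C and 99% humidity before absorbance at 600 nm was measured.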
Abeta yeast res – qHTS for compounds that reverse cellular toxicity of Amyloid beta (A-beta) peptide in yeast: Primary Screen; yeast expressing A-beta42, growth rescue, OD600, 48 h; response scale: 0% DMSO, 100% iron-clioquinol control; Potency, µM (top dose mostly 46.1 µM), without a hit: top-dose growth rescue, actives largely listed as activators; 0.063% of 410,000 active; AID 1347071, 2019; further: potency means the concentration at half of the fitted maximal effect; nearly all actives have a fitted effect of over 55% in size
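Yeast A-beta toxicity model in growth medium with pinned compounds, 48 h at 30 C; growth read as absorbance at 600 nm. Normalized to FeCl3/clioquinol equimolar mix (positive) and DMSO (negative).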
IL-2 act – qHTS of IL-2 Activators | 0.065% of 360,000 active | activation, % (series mostly up to about 46 µM) | AID 652025, 2013 | IL-2 activation reporter assay, cell-based qHTS; stimulated with anti-CD3/CD4/CD28 beads; in transgenic mouse T cells; in the data active means activation above about 50%; inconclusive means mostly about 30% to 49%; further: 0% is about no effect
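Unstimulated transgenic mouse T cells preincubated 60 min with compound, then stimulated with anti-CD3/anti-CD4-coated beads plus anti-CD28 for 18 h at 37 degrees C. IL-2 response read as EGFP and DsRed fluorescence by plate cytometry.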
PI5P4K alpha inh – qHTS for Inhibitors of phosphatidylinositol 5-phosphate 4-kinase (PI5P4K) | 1.2% of 330,000 active | Phosphatidylinositol 5-phosphate 4-kinase type-2 alpha (Homo sapiens), P48426 | max response, % | PI5P4Kalpha enzyme, ADP-Glo luminescence, 60 min; active compounds read low | AID 652105, 2013; active means max response of -50% or lower; inconclusive means between -30% and -50%; inactive means -30% or higher; further: value at the top dose of about 77 µM; on the % scale 0 is the no-effect control and ±100 the full control effect
Target sequence (P48426 whole entry, looked up): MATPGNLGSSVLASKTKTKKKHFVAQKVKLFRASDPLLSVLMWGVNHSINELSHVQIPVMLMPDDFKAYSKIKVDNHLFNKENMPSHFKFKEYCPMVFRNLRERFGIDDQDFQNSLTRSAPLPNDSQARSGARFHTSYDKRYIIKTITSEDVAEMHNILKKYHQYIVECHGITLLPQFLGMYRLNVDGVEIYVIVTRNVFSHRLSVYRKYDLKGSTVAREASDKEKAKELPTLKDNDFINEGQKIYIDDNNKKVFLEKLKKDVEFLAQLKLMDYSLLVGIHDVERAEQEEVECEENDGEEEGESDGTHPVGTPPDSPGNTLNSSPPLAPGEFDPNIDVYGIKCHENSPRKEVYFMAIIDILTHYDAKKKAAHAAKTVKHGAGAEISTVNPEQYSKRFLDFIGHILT
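Reactions run in 0.038 M HEPES pH 7.4, 0.28 mM EGTA, 0.1% CHAPS and 5% DMSO, with PI5P4Kalpha, substrate, compound and 5 microM ATP final, one hour at room temperature. Readout is ADP-Glo luminescence.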
PLK1 PBD block – qHTS for Inhibitors of PLK1-PDB (polo-like kinase 1 - polo-box domain): Primary Screen; Serine/threonine-protein kinase PLK1 (Homo sapiens), P53350; Plk1 PBD binding of FITC phosphopeptide, fluorescence polarization; Potency, µM, for the others: max response, negative = inhibition, most hits filed as inhibitors; 2.8% of 360,000 active; AID 720504, 2013; further: potency means the concentration at half of the fitted maximal effect; series mostly up to about 57 µM; on the % scale 0 is the no-effect control and ±100 the full control effect; nearly all actives have a fitted effect of over 65% in size
WRN helicase inh – qHTS for Inhibitors of WRN Helicase; Bifunctional 3'-5' exonuclease/ATP-dependent helicase WRN (Homo sapiens), Q14191; WRN helicase unwinding, fluorescent forked duplex, kinetic; Potency, µM (highest dose often 114 µM), for the others: at the top dose activity change, negative = inhibition, usual class: inhibitors; 0.46% of 360,000 active; AID 651768, 2012; further: potency means the concentration at half of the fitted maximal effect; on the % scale 0 is the no-effect control and ±100 the full control effect; nearly all actives have a fitted effect of over 55% in size
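Enzyme (20 nM final) and test compound sit together 15 min at room temperature before substrate addition. Substrate is a single-forked duplex oligonucleotide (100 nM) labelled with fluorophore and quencher, with 2 mM ATP; helicase unwinding raises red fluorescence, read kinetically.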
An asterisk follows results filed as active; ? = inconclusive; · = no result given; [ ] = remark or other dose. Unless noted, the call rests on the fitted dose curve; in most records, active means well fitted curve in the direction sought with a large enough effect; inconclusive means small, poorly fitted or top-dose-only effect, or another doubt; inactive means no such curve, though single readings can be large; an effect the other way counts as inactive or inconclusive.

Start of the data: the first three entries (preview)
SMILES | EPAC1 ag | EPAC1 antag | FUS suppressor | Abeta yeast res | IL-2 act | PI5P4K alpha inh | PLK1 PBD block | WRN helicase inh
COC(=O)C1=C(C)N(Cc2ccccc2)C(=NCc2cccc(Cl)c2)N[C@H]1c1ccccc1 | -2% | 1% | 7% | 3% | -0.8 | -28 | 78%[activator] | -5%
COc1ccccc1C(=O)N/C(=C\c1cn(S(=O)(=O)N(C)C)c2ccccc12)C(=O)N1CCN(C)CC1 | 2% | 1% | 5% | -4% | -3.8 | -3 | 4% | 24%
NC(=O)Nc1ccc(Oc2ncc(C(F)(F)F)cc2Cl)cc1 | -8% | 0% | ? | 9% | 0.3 | 1 | ? | -23%

The listing, from the start:
SMILES | EPAC1 ag | EPAC1 antag | FUS suppressor | Abeta yeast res | IL-2 act | PI5P4K alpha inh | PLK1 PBD block | WRN helicase inh
COC(=O)C1=C(C)N(Cc2ccccc2)C(=NCc2cccc(Cl)c2)N[C@H]1c1ccccc1 | -2% | 1% | 7% | 3% | -0.8 | -28 | 78%[activator] | -5%
COc1ccccc1C(=O)N/C(=C\c1cn(S(=O)(=O)N(C)C)c2ccccc12)C(=O)N1CCN(C)CC1 | 2% | 1% | 5% | -4% | -3.8 | -3 | 4% | 24%
NC(=O)Nc1ccc(Oc2ncc(C(F)(F)F)cc2Cl)cc1 | -8% | 0% | ? | 9% | 0.3 | 1 | ? | -23%
COC(=O)c1cc(CSc2nc3ccc(C)cc3[nH]2)oc1C | 4% | -15% | 13% | 8% | -0.2 | 5 | 0% | -9%
Cc1ccc(S(=O)(=O)N(C)C)cc1NC(=O)COC(=O)/C=C/c1ccc(F)cc1 | -5% | -1% | 11% | -2% | -0.6 | -6 | -6% | -1%
CC(C)NC(=O)C1(C)CCN1Cc1ccc(-c2ccccc2)cc1 (centres undefined) | -1% | 0% | -25% | -9% | -0.1 | 9 | -1% | -4%
CC1(C)CC(=O)C2=C(C1)OC(N)=C(C#N)C21CCN(Cc2ccccc2)CC1 | 3% | 15% | 17% | 2% | 0.0 | -5 | -26% | -1%
Cc1cc(NC(CC(C)C)C(=O)O)nc(Cc2ccccc2)n1 (centres undefined) | 3% | -6% | -9% | 8% | 0.9 | 1 | -6% | 0%
COc1ccc(NC(=S)NC(=O)c2ccc3c(c2)OCCO3)cc1 | 14% | -17% | · | -3% | -4.3 | 15 | -18% | ?
COc1ccc2c(c1)nc(N)n2Cc1ccccc1 | 10% | -27% | 7% | 26% | 0.0 | -12 | -11% | -14%
C/C(=N/NC(=O)C1COc2ccccc2O1)c1ccco1 (centres undefined) | -2% | -14% | · | -15% | 0.6 | 4 | -1% | 2%
CC(C)CC(=O)N1CCN(Cc2ccc(Cl)cc2)CC1 | 0% | -2% | -3% | 9% | -0.2 | -4 | 13% | -6%
CN(C)C(CNC(=O)C1CCN(C(=O)/C=C/c2ccccc2)CC1)c1ccccc1 (centres undefined) | 6% | -20% | 40% | -1% | -2.0 | 0 | -11% | 0%
Cc1ccn2cc(-c3cc4ccccc4oc3=O)nc2c1 | 5% | -22% | 5% | 13% | 0.9 | -6 | -4% | -5%
COc1ccc(-n2cc(CNCC3CC(=O)N(C4CC4)C3)c(-c3ccccc3Cl)n2)cc1 (centres undefined) | -9% | -5% | 23% | 6% | -1.9 | -1 | -3% | -2%
COCCn1c(SCC(=O)Nc2cccc(C)n2)nnc1-c1ccco1 | 1% | 9% | 12% | -9% | 0.9 | -2 | 2% | 6%
COCCN(Cc1cc2cc3c(cc2n2nnnc12)OCO3)C(=O)c1ccccc1F | 0% | -7% | 6% | -5% | -0.5 | · | -3% | -7%
CNCC/C=C1/c2ccccc2CSc2ccccc21 | 1% | 18% | 10% | 8% | 2.1 | -1 | -8% | 7%
Cn1nc(-c2ccc(Cl)cc2)c2cc(C(=O)NCCN3CCOCC3)sc21 | -10% | -7% | -19% | -10% | -3.7 | 6 | -7% | 3%
O=C(c1cccc(C(F)(F)F)c1)C1CCCN(C(=O)/C=C/c2cnc[nH]2)C1 (centres undefined) | -1% | -17% | · | -6% | -2.0 | -5 | -4% | -34%

Five compounds out of the list above, ordered by their value in WRN helicase inh, smallest number first.
structure	WRN helicase inh
COc1ccc2c(c1)nc(N)n2Cc1ccccc1	-14%
COC(=O)c1cc(CSc2nc3ccc(C)cc3[nH]2)oc1C	-9%
COCCN(Cc1cc2cc3c(cc2n2nnnc12)OCO3)C(=O)c1ccccc1F	-7%
Cc1cc(NC(CC(C)C)C(=O)O)nc(Cc2ccccc2)n1 (centres undefined)	0%
C/C(=N/NC(=O)C1COc2ccccc2O1)c1ccco1 (centres undefined)	2%

More structures.
SMILES | EPAC1 ag | EPAC1 antag | FUS suppressor | Abeta yeast res | IL-2 act | PI5P4K alpha inh | PLK1 PBD block | WRN helicase inh
O=C(CN1C(=O)NC2(CCc3ccccc32)C1=O)Nc1cc(C(F)(F)F)ccc1N1CCOCC1 (centres undefined) | -4% | 6% | 23% | -1% | 2.1 | -9 | 0% | 4%
COc1ccc(CCNC(=O)COC(=O)c2ccc(F)c(S(=O)(=O)N3CCOCC3)c2)cc1 | 1% | -1% | 8% | -9% | -0.3 | 1 | -10% | 5%
CCOC(=O)C1CCCN(C(=O)C2(c3ccc(Cl)cc3)CCCC2)CC1 (centres undefined) | -7% | -24% | 28% | 7% | -0.8 | 0 | -9% | -8%
O=C(Nc1ccccc1)N1C(=O)C2(OCCO2)c2ccccc21 | 9% | -2% | 9% | -14% | 2.0 | 10 | -4% | -18%
Cc1cc(C)c(NC(=O)CSc2nnc(Cc3cccn3C)n2-c2ccc(F)cc2)c(C)c1 | 10% | -9% | ? | 0% | 3.9 | · | -9% | -5%
COc1ccc(C(C(=O)NCc2ccccc2)n2c(-c3ccccn3)nc3ccccc32)cc1 (centres undefined) | -5% | 6% | ? | 0% | -0.9 | -11 | -2% | 4%
CC1=C(C(N)=O)C(c2ccc3c(c2)OCO3)n2nc(-c3cccc(C)c3)nc2N1 (centres undefined) | -2% | -8% | -6% | -3% | -0.7 | 3 | 2% | 2%
S=C1NCCN1CC1CCN(CCCC2CCCC2)CC1 | -10% | -10% | -6% | -6% | 1.5 | -7 | -13% | 7%
CC(=O)c1ccc2c(c1)OCCOCCOCCO2 | 1% | 15% | 4% | -5% | -0.2 | -2 | -3% | -8%

Limited to PLK1 PBD block, FUS suppressor and Abeta yeast res, for some of the entries so far:
Compound	PLK1 PBD block	FUS suppressor	Abeta yeast res
COc1ccc(NC(=S)NC(=O)c2ccc3c(c2)OCCO3)cc1	-18%	·	-3%
COc1ccc2c(c1)nc(N)n2Cc1ccccc1	-11%	7%	26%
